TRPC4 block: TRPC4 (mouse) channel inhibition. Q9QUQ5. HEK293 TRPC4beta/mu-opioid, DAMGO-evoked Fluo4 calcium flux; stronger effect = lower value. B-score at 10 µM. hit rate 0.39% among 300,000;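 active = B-score over 3 SD under the library average, no early fluorescence shift, positive overall ratio signal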
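Assay system: Stable TRPC4beta/mu-opioid receptor HEK293 cells | Reagent: DAMGO in two steps, submaximal then maximal | Compound dosing: Single concentration per test compound | Signal: Fluo4 Ca2+ flux fluorescence | Evaluation: Per-well B score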
MrgX1 antag: human MrgX1 receptor antagonism, primary screen | Q96LB2 | MRGX1-HEK293 calcium flux, Fluo-4, BAM8-22 antagonism; stronger effect = lower value | B-score at 10 µM | hit rate 1.3% among 310,000 | AID 588676;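 active = calcium-response B-score plate-corrected more than 3 library SD below zero, starting fluorescence within 5 deviations, no agonist response on first addition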;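 also: peak minus trough fluorescence over baseline after final BAM8-22 challenge near maximal dose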
Target sequence (Q96LB2 whole entry, looked up): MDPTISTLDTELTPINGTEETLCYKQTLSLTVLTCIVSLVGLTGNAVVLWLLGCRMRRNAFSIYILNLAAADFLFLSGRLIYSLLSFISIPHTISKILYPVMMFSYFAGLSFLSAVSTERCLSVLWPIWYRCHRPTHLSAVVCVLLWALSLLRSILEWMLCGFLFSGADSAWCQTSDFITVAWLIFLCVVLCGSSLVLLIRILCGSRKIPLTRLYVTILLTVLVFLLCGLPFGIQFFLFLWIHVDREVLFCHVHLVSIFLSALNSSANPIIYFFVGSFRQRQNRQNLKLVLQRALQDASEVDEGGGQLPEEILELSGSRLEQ
TRPC6 inh: mouse TRPC6 channel inhibition; Q61143; HEK293-TRPC6, membrane potential dye, ACh-evoked depolarization; stronger effect = lower value; B-score at 10 µM; hit rate 1.1% among 310,000; AID 2553;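 active = B-score under library mean minus 3 SD, initial fluorescence not abnormally high, positive integrated signal ratio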;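 also: B-score derived from integrated fluorescence ratio over the kinetic read; more negative B-score means stronger inhibition of depolarization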
KLF5 inh: suppresses KLF5 promoter-driven expression; DLD-1 KLF5 promoter-luciferase reporter, luminescence; inhibition, % at 5 µM; hit rate 0.23% among 290,000; AID 1700;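 active = inhibition above a per-plate limit of that plate's mean compound inhibition plus 3 SD, cut at about 60% in these data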;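 also: 0% = DMSO wells and 100% = LY294002 at 200 µM; higher means less KLF5 promoter-driven luciferase light; inactives centre near -14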
TRPC4 PAM: TRPC4 (mouse) allosteric potentiation. B-score at 10 µM. HEK293 TRPC4beta/mu-opioid, DAMGO EC20, Fluo-4 Ca2+ flux; stronger effect = higher value. Q9QUQ5. hit rate 0.42% among 310,000. AID 2227;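 active = B-score of calcium response area above 5 SD of library B-scores, with initial fluorescence ratio within 5 SD of library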;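 also: B-score of integrated fluorescence ratio over time as area under calcium response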
SKKanGAS inh: inhibitors of SKKanGAS S. pyogenes growth in kanamycin (SK-promoter or general growth effect); AID 1662; hit rate 1.3% among 300,000; BacTiter-Glo, 6 h; inhibition, % at 7.5 µM;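 active = mean replicate score, as percent of positive control median, at least 50; inconclusive = mean below 50 but one replicate at or above 50; inactive = mean and every replicate below 50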;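 also: strain carries kanamycin resistance gene driven by streptokinase promoter and grows in 40 µg/ml kanamycin; loss of luminescence reflects streptokinase promoter inhibition or plain growth inhibition; 0% = median of DMSO wells and 100% = positive control at its reference dose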
TRPC6 act: mouse TRPC6 channel activation | HEK293-TRPC6 membrane potential dye fluorescence; stronger effect = higher value | Q61143 | B-score at 10 µM | hit rate 0.13% among 310,000;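 active = B-score of the integrated fluorescence ratio above library mean plus 3 SD, and starting fluorescence ratio within library mean plus 5 SD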;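 also: higher score means more depolarization so channel activation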
aSyn 5UTR inh: 5' untranslated region of α-synuclein, MLPCN primary screen; AID 1813; alpha-synuclein 5'UTR reporter, inhibitor activity; inhibition, % (tested at 7.5 µM); hit rate 0.82% among 300,000; in the data active = inhibition above about 60%; inconclusive = no clear call, values can overlap the other calls;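 also: H4 neuroglioblastoma cells stably carrying SNCA 5'UTR luciferase fusion; 0% = DMSO wells and 100% = positive control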
HIF activator: HIF pathway transcriptional activation; activation, % at 7.5 µM (by protocol); hit rate 0.32% among 300,000; U2OS HRE-luciferase reporter, luminescence; normalized: DMSO 0%, desferrioxamine 100%;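 active = mean activation of at least 10% of the iron chelator positive control signal, with at least half of replicates also reaching 10%; inconclusive = mean and replicate majority disagree about reaching 10%; inactive = mean and most replicates under 10%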
IEC-6 cytotox: IEC-6 cytotoxicity, counter-screen for KLF5 inhibitors | luminescence viability | inhibition, % at 5 µM | hit rate 0.78% among 290,000 | AID 1825; in the data active = inhibition above about 22%;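 also: 0% = plate median of test compound wells and 100% = cytotoxic reference compound wells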
TRPC4 agonist: TRPC4 (mouse) channel activation. B-score at 10 µM. HEK293 TRPC4beta/mu-opioid, Fluo4 calcium fluorescence; stronger effect = higher value. hit rate 0.49% among 310,000. AID 2237. Q9QUQ5;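 active = B-score above 5 SD of library B-scores, and initial fluorescence ratio not above library mean plus 5 SD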;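 also: positive B-score marks a calcium rise read as TRPC4 activation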
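Technique: kinetic Fluo4 calcium fluorescence; Test system: TRPC4beta and mu-opioid receptor HEK293 stable cells; Measure: B-scored integrated calcium fluorescence ratio; Benchmarks: low control buffer alone, high control maximal DAMGO; Schedule: 45 min room-temperature Fluo4 loading, 110 s read.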
Active calls of the source: *; i = inactive; ? = inconclusive; . = no result given.

Each structure is followed by: TRPC4 block	MrgX1 antag	TRPC6 inh	KLF5 inh	TRPC4 PAM	SKKanGAS inh	TRPC6 act	aSyn 5UTR inh	HIF activator	IEC-6 cytotox	TRPC4 agonist
> CC(C)[C@@H](NC(=O)C1CCC(CNC(=O)[C@H](Cc2ccccc2)NC(=O)OC(C)(C)C)CC1)C(=O)O (stereo partly specified)
 : i	i	i	-13	i	1	i	15	1.3	-1	i
> Cc1ccc(NC(=O)COC(=O)COc2ccc(Cl)cc2C)c([N+](=O)[O-])c1
 : i	i	i	-8	i	4	i	-65	-2.3	0	i
> CCOC(=O)c1ccc(N=C2NC(=O)CS2)cc1
 : i	i	i	-18	i	3	i	-9	0.0	3	i
> S=c1[nH]nc(-c2ccncc2)n1Cc1ccco1
 : i	i	i	-9	i	-19	i	1	-0.1	0	i
> CCOC(=O)C1(Cc2ccccc2C)CCCN(S(=O)(=O)CC)C1 (stereo unspecified)
 : i	i	i	-12	i	2	i	-2	0.7	-1	i
> Cc1cc(C(=O)Nc2cccc(C(=O)O)c2)c(C)o1
 : i	i	i	-17	i	3	i	-92	0.9	4	i
> O=C(NCCc1ccc(Cl)cc1)Nc1cccc(Cl)c1
 : i	i	i	7	i	-3	i	-20	0.1	10	i
> COc1ccc(OCC(=O)Nc2cc(OC)ccc2N2CCCCC2)cc1
 : i	i	i	-1	i	6	i	13	0.1	-1	i
> Cc1ccc(S(=O)(=O)N2CCN(c3ncccn3)CC2)c(C)c1
 : i	i	i	-18	i	0	i	12	-3.3	6	i
> Cc1c(C(=O)NCCCN2CCOCC2)sc2nc(-c3ccc(F)cc3)cn12
 : i	i	i	-50	i	2	i	-35	-0.1	-3	i
> O=C(NCc1cccnc1)c1ccc(CS(=O)(=O)Cc2ccc(Cl)cc2)o1
 : i	i	i	-28	i	-5	i	15	0.0	-2	i
> COc1ccc2oc(C(=O)OCC(=O)Nc3ccccc3OC)c(C)c2c1
 : i	i	i	.	i	-2	i	-21	?	.	i
> O=C1CCC(C(=O)N2CCCCO2)CN1CCc1ccc(Cl)cc1 (stereo unspecified)
 : i	i	i	-39	i	-2	i	-2	0.7	1	i
> O=C(CSc1nc2ccccc2[nH]1)N1CCN(c2ccc(F)cc2)CC1
 : i	i	i	-33	i	-7	i	1	-0.2	2	i
> CC(C(=O)C12CC3CC(CC(C3)C1)C2)N1CCOCC1 (stereo unspecified)
 : i	i	i	-5	i	0	i	4	-17	4	i
> N#Cc1c(Cl)cccc1N1CCCC1
 : i	i	i	11	i	0	i	-22	-0.1	-4	i
> COc1ccc(-c2noc(C3CCCN(C(=O)c4ccc(F)cc4)C3)n2)cc1 (stereo unspecified)
 : i	i	i	-11	i	-7	i	-35	0.7	1	i
> Cc1nnc(NC(=O)c2c(-c3ccccc3)noc2C)s1
 : i	i	i	-2	i	-8	i	-4	-0.3	-3	i
> O=S(=O)(c1ccc(NCc2ccccc2)cc1)N1CCOCC1
 : i	i	i	-15	i	-7	i	3	0.0	-7	i
> COCCOC(=O)c1c(NC(=O)CN2CCCc3ccccc32)sc(C(N)=O)c1C
 : i	i	i	-13	i	-2	i	-4	0.9	0	i
> CC1CCN(C(c2ccccc2)c2nnnn2C(C)(C)C)CC1 (stereo unspecified)
 : i	i	i	-3	i	-4	i	3	-0.4	-4	i
> CNC(=O)c1c(NC(=O)c2ccc3ncsc3c2)sc(C)c1C
 : i	.	i	.	i	1	i	-9	0.4	.	i
> COc1ccc(C2c3c(ncn(CCN4CCOCC4)c3=N)Oc3ccc4ccccc4c32)cc1 (stereo unspecified)
 : i	i	i	0	i	2	i	-17	0.0	4	i
> O=C1c2ccccc2NC(c2ccc3c(c2)OCCO3)N1c1ccc2c(c1)OCCO2 (stereo unspecified)
 : i	i	i	-79	i	1	i	47	-0.2	1	i
> CCc1nnc(NC(=O)CSc2nnc(CNc3ccc(OC)cc3)n2CC)s1
 : i	i	i	-31	i	-8	i	19	-0.1	5	i
> OCCCN=c1cc(-c2ccccc2)oc2ccc(Cl)cc12
 : i	i	-7.3*	-104	i	3	i	-440	2.6	-1	i
> NC(=S)Nc1cccc2cnccc12
 : i	i	i	-19	i	2	i	-3	-0.3	0	i
> O=C(CC12CC3CC(CC(C3)C1)C2)N/N=C/c1ccc([N+](=O)[O-])o1
 : i	i	i	-32	i	-16	i	-19	-0.6	-5	i
> O=C(CCNC(=O)C1CCN(S(=O)(=O)c2ccccc2)CC1)NCc1cccc(Cl)c1
 : i	i	i	-12	i	-1	i	10	-0.3	-2	i
> NS(=O)(=O)c1cccc(NC(=O)c2ccccc2NS(=O)(=O)c2ccc(F)cc2)c1
 : i	i	i	1	i	9	i	5	0.8	1	i
> CCc1cccc(CC)c1NC(=O)c1cccc(NC(=O)c2ccccc2)c1
 : i	i	i	-47	i	7	i	19	-0.3	1	i
> COC(=O)CCCC1=CC2=CC(=O)C(C)(OC(=O)c3cccs3)C(=O)C2=CN1CCCOC(C)C (stereo unspecified)
 : i	i	i	.	i	2	i	6	-0.1	.	i
> COc1cc(-c2noc(CCCC(=O)NCc3ccccc3)n2)cc(OC)c1OC
 : i	i	i	-14	i	-14	i	10	-0.3	3	i
> O=C(CN1C(=O)c2cccc3cccc1c23)NC1CCCCC1
 : i	i	i	-6	i	-1	i	-8	0.1	2	i
> CN(C(=O)c1ccc(Oc2ccc([N+](=O)[O-])cc2)cc1)C1CCCCC1
 : i	i	i	-35	i	1	i	28	-1.1	3	i
> Cc1ccc(NC(=O)CCN2C(=O)c3ccccc3C2=O)c(C)c1
 : i	i	i	-40	i	-1	i	-7	-0.1	-3	i
> O=C(CSCc1ccccc1)Nc1cc([N+](=O)[O-])ccc1F
 : i	i	i	-21	i	2	i	5	0.2	4	i
> O=S(=O)(/N=C/N1CCOCC1)c1ccc(Cl)cc1
 : i	i	i	-7	i	5	i	7	-0.3	-7	i
> CC(=O)N1CCOc2ccc(S(=O)(=O)N3C(C)CCCC3C)cc21 (stereo unspecified)
 : i	i	i	-14	i	1	i	7	0.0	4	i
> COc1cc(C2C3=C(CC(C)(C)CC3=O)OC3=C2C(=O)CC(C)(C)C3)cc([N+](=O)[O-])c1O
 : i	i	i	-15	i	-1	i	3	-0.6	-5	i
> Cc1ccc(S(=O)(=O)N2CCOCC2)cc1NC(=O)CSc1nnc(N)s1
 : i	i	i	1	i	1	i	-17	-1.2	-4	i
> COc1ccccc1CNC(=O)C(C)Oc1ccccc1 (stereo unspecified)
 : i	i	i	-49	i	4	i	5	0.4	-6	i
> COc1ccc(-c2[nH]nc(-c3ccccc3)c2-c2nc3ccccc3[nH]2)cc1
 : i	i	i	-5	i	4	i	-10	-0.8	16	i
> Cc1ccc2oc(=O)cc(CN3CCC(C)CC3)c2c1
 : i	i	i	-2	i	-3	i	-4	-0.3	6	i
> Cc1cc(C)c(S(=O)(=O)N2CCCc3ccccc32)c(C)c1
 : i	-7.1*	i	-27	i	37	i	17	-1.2	-5	i
> CC(C)NC(=O)c1ccccc1NC(=O)C(C)Oc1ccccc1 (stereo unspecified)
 : i	i	i	-2	i	-11	i	-2	-0.5	-3	i
> Cc1cc(C(F)(F)F)nn1CC(=O)Nc1ccc(Br)c2cccnc12
 : i	i	i	-12	i	-5	i	21	-0.6	2	i
> Nn1cnc2c(c1=O)C1(CCCCC1)Cc1ccccc1-2
 : i	i	i	19	i	-7	i	12	-0.6	1	i
> CCOC(=O)c1c(NC(=O)c2ccco2)sc2c1CCCC2
 : i	i	i	-40	i	-4	i	-17	-0.1	8	i
> C=CCn1c(SCC(=O)Nc2cc3oc4ccccc4c3cc2OC)nnc1-c1cnccn1
 : i	i	i	-24	i	23	i	28	0.2	4	i
> O=C(Nc1ccc2c(c1)C(=O)NC2=O)c1ccc(Cl)s1
 : i	i	i	-24	i	-6	i	-5	-0.1	-5	i
> N#Cc1ccc(CSc2nnc(-c3cccs3)n2-c2ccccc2)cc1
 : i	i	i	-7	i	9	i	46	-0.4	-1	i
> CCS(=O)(=O)Nc1ccc(C(=O)CC2(O)C(=O)Nc3ccccc32)cc1 (stereo unspecified)
 : i	i	i	-13	i	-5	i	-16	-0.7	8	i
> Cc1ccc(SC(C)C(=O)Nc2ccccc2C(=O)N2CCOCC2)cc1 (stereo unspecified)
 : i	i	i	-21	i	2	i	5	0.0	-3	i
> O=C(Oc1ccc2c(=O)c(Oc3ccc4ccccc4c3)coc2c1)c1cncc(Br)c1
 : i	i	i	-17	i	5	i	0	-1.1	-1	i
> CC1CCN(S(=O)(=O)c2cnc[nH]2)CC1
 : i	i	i	9	i	1	i	-12	-0.1	15	i
> O=C(/C=C/c1ccco1)N1CCN(S(=O)(=O)/C=C/c2ccccc2)CC1
 : i	i	i	-11	i	-1	i	-4	1.5	-5	i
> CCCCCn1c(=NC(=O)c2ccco2)c(C(=O)OCC)cc2c(=O)n3ccccc3nc21
 : i	i	i	0	i	21	i	-10	-0.4	3	i
> CC1CN(c2cc(-c3ccccc3)c3ccccc3n2)CC(C)O1 (stereo unspecified)
 : i	i	i	-5	i	26	i	-7	-2.5	0	i
> CCOC(=O)c1c(C)n(C)c2ccc(OCC(N)=O)cc12
 : i	i	i	2	i	-9	i	-10	0.1	1	i

The results go on.
Each structure is followed by: TRPC4 block	MrgX1 antag	TRPC6 inh	KLF5 inh	TRPC4 PAM	SKKanGAS inh	TRPC6 act	aSyn 5UTR inh	HIF activator	IEC-6 cytotox	TRPC4 agonist
> O=C(O)CCCNS(=O)(=O)/C=C/c1ccccc1
 : i	i	i	9	i	-1	i	-8	0.0	1	i
> CCCCn1nc(C(=O)N[C@@H](CCSC)c2nc3ccccc3[nH]2)c2ccccc2c1=O
 : i	i	i	-37	i	14	i	0	-0.2	1	i
> COc1ccc(C2=NOC(C(=O)N3CCN(C(=O)c4ccco4)CC3)C2)cc1OC (stereo unspecified)
 : i	i	i	-10	i	1	i	0	-0.4	0	i
> CCOc1ccc(S(=O)(=O)N2CCCC(C(=O)NCc3cccnc3)C2)cc1Cl (stereo unspecified)
 : i	i	i	-17	i	-4	i	24	1.3	-3	i
> COc1ccc(S(=O)(=O)Nc2cc3c4c(c2)CCN4C(=O)CC3)cc1OC
 : i	i	i	.	i	13	i	7	-58	.	i
> CCCCC(=O)NC1=C(C(=O)OC)SCC1
 : i	-4.9*	i	5	i	7	i	6	-1.0	3	i
> C=CCCCCCCCCC(=O)NN
 : i	i	i	-46	i	6	i	16	0.7	-3	i

Screens (PubChem)
